# Screening data (PubChem)
# TbREL1 primary: TbREL1 inhibition, primary screen; P86926; TbREL1 RNA ligation, FRET fluorescence; inhibition, % at 9.66 µM; 0.49% of 89,000 active;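 active = inhibition above the mean inhibition across all screened compounds plus 3 SD, cut at about 11% in these data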;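 also: 0% = plate median of test wells and 100% = NSC42067 control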
# Target sequence (P86926 whole entry, looked up): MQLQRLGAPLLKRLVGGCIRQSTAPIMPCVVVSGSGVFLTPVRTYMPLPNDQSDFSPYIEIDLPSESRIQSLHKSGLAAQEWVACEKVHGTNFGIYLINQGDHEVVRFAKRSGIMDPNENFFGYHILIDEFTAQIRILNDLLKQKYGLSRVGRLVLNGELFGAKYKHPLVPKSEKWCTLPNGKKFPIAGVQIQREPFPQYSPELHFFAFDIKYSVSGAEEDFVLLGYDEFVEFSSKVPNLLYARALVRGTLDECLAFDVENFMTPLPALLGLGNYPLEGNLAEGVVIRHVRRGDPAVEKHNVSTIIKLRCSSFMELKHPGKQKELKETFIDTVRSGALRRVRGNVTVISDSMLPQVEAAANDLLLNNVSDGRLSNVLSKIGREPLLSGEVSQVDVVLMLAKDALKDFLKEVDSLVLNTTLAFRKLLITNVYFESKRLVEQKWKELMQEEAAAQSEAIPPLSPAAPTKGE
# Active calls of the source: *. Only part of the results is shown. The share of hits here may be higher or lower than overall.
SMILES,TbREL1 primary
COc1ccc(-n2c(SCC(=O)Nc3ccc(OCc4ccccc4)cc3)nnc2-c2ccc(C)cc2)cc1,1.2
CCOc1ccccc1-n1c(SCC(=O)NC2CCCC2)nnc1-c1ccoc1C,-0.2
Cc1cc(N)c(C)c([N+](=O)[O-])c1C,-0.5
CC(=O)c1ccc(N2C(=NC(=O)CCC3CCCC3)SC3CS(=O)(=O)CC32)cc1 (stereo not drawn),-1.2
CCCn1c(SCC(=O)NC2CC2)nnc1-c1ccccn1,3.6
COc1ccc(Cn2c(N)c(S(=O)(=O)c3cccs3)c3nc4ccccc4nc32)cc1,-0.2
N#Cc1cc2cc3c(cc2nc1N1CCOCC1)OCO3,6.5
CCN(CCS(=O)(=O)c1ccc(Br)cc1)Cc1nc2ccccc2c(=O)[nH]1,-1.1
Cc1ccccc1S(=O)(=O)N1[C@@H](c2cccc(Cl)c2)C(C(=O)O)=CC[C@H]1c1ccc(Cl)cc1,1.0
COc1ccc(OC)c(CCNC(=O)C(=O)Nc2ccc3nc4n(c(=O)c3c2)CCCCC4)c1,3.7
CCCc1cc(=O)[nH]c(SCC(=O)Nc2ccc(C)c(S(=O)(=O)N3CCCCC3)c2)n1,3.0
Nc1nccnc1C(=O)OCC(=O)NC1CCCc2ccccc21 (stereo not drawn),4.3
COCCNC(=O)c1cccc2c1C(=O)c1ccc(N3CCOCC3)cc1S2(=O)=O,-5.4
CN(CCOc1ccccc1)C(=O)c1cc(S(=O)(=O)N2CCOCC2)ccc1Cl,0.8
N#C/C(=C/c1ccc(Sc2nc3ccccc3[nH]2)o1)c1cccc(F)c1,-1.6

# Reformatted with each value named: part of the list above
CCN(CCS(=O)(=O)c1ccc(Br)cc1)Cc1nc2ccccc2c(=O)[nH]1
  TbREL1 primary: -1.1

CCCn1c(SCC(=O)NC2CC2)nnc1-c1ccccn1
  TbREL1 primary: 3.6

# Next records:
SMILES,TbREL1 primary
COc1ccc(NC(=O)Cc2c[nH]c3ccccc23)cc1S(=O)(=O)N1CCCCC1,-2.6
Cc1ccc(C)c(S(=O)(=O)N2CCCOC2CNC(=O)C(=O)NCc2cccs2)c1 (stereo not drawn),-3.7
COc1ccc(C)cc1S(=O)(=O)NC1CCCCCC1,6.7
CCc1noc(C)c1C(=O)N(C)CC(=O)Nc1ccc(Br)cc1C,0.1
CC(C)Sc1nnc([C@@H]2CCCN2C(=O)OC(C)(C)C)o1,-1.5
CC(C#N)On1c(SC(C)C#N)nc2ccccc2c1=O (stereo not drawn),-0.9
Cc1ccc(S(=O)(=O)NCC(=O)N(CC(=O)NC(C)(C)C)Cc2ccc3c(c2)OCO3)cc1,-0.1
COc1ccc(C2CC(c3cccc(Br)c3)=NN2c2ccc(S(N)(=O)=O)cc2)cc1 (stereo not drawn),0.5
CC(=O)NC(Cc1cccc(C)c1)C(=O)NC1CCN(S(=O)(=O)c2ccccc2)CC1 (stereo not drawn),-2.5
COc1ccc(C2=NOC(c3nnc(-c4ccccc4)o3)C2)cc1 (stereo not drawn),-1.6
O=C(CSc1nnc(-c2ccccn2)n1-c1ccccc1)Nc1cccc2ccccc12,-0.5
CCn1c(C)c(C)c2cc(C(=O)NCCCN3CCCC3)ccc21,-5.3
CCN(CC)CCNC(=O)Cn1c(C)cc2ccccc2c1=O,-0.9
O=C(C1CCN(S(=O)(=O)c2cccc3nsnc23)CC1)N1CCc2ccccc2C1,-4.1
Cc1c(C(=O)NNC(=O)c2csc(N3CCOCC3)n2)oc2ccc(Br)cc12,0.7

# Two neighbouring records from above:
SMILES,TbREL1 primary
COc1ccc(NC(=O)Cc2c[nH]c3ccccc23)cc1S(=O)(=O)N1CCCCC1,-2.6
Cc1ccc(C)c(S(=O)(=O)N2CCCOC2CNC(=O)C(=O)NCc2cccs2)c1 (stereo not drawn),-3.7

# Following part:
SMILES,TbREL1 primary
CCCCCCCc1nn2c(=O)cc(O)nc2s1,-2.9
CCCCCn1c(=NC(C)=O)c(C#N)cc2c(=O)n3ccccc3nc21,3.6
COc1cccc(N2CC(C)Cn3c2nc2c3c(=O)n(CCN3CCOCC3)c(=O)n2C)c1 (stereo not drawn),-4.5
C1CCCCCC2(CCCCC1)OCC(CN1CCOCC1)O2 (stereo not drawn),-0.8
Cc1ccc(SCCC(=O)Nc2ccccc2C(=O)NC(C)C)cc1,-2.1
Cc1ccc(F)c(S(=O)(=O)NC(=O)C2(C)CCN2C(=O)c2ccc(C3CCCCC3)cc2)c1 (stereo not drawn),-2.1
N#CCCN(C(=O)COC(=O)COc1ccccc1Cc1ccccc1)c1ccccc1,-1.4
CCCNC(=O)c1ccc(N2CCC3(CC2)CC(c2ccccc2)=NO3)c(NC(=O)c2ccc(Br)cc2)c1,1.8
CCc1ccc(NC(=O)c2cnn3ccccc23)cc1,-1.1
CC(=O)c1cccc(NC(=O)C(C)OC(=O)c2ccc3ncsc3c2)c1 (stereo not drawn),6.2
CC1CCN(C2CCN(S(=O)(=O)c3ccc(F)cc3)CC2)CC1,7.3
CC(C)(C)n1nc2c(c1NC(=O)CCCc1ccccc1)CS(=O)C2 (stereo not drawn),-1.1
O[C@@H]1CN(Cc2ccc(-n3cccn3)cc2)CC[C@H]1N1CCN(c2ccccc2F)CC1,-3.0
Oc1ccc(Cl)cc1CNCc1ccc(Cl)nc1,-1.2
CCc1c(O)cc2n(c1=O)-c1ccccc1C2(C)C,-1.1
CCN1CCN(C(=O)c2cc(COc3ccc(F)cc3F)on2)[C@@H](C)C1=O,-1.6
O=C(Nc1nc2ccccc2s1)c1ccc(F)cc1,14.8*
C=CCNC(=O)COc1ccc(Oc2ccccc2)cc1,-2.2
CCCCNC(=O)C[C@H]1C[C@@]2(C(=O)OC)C(=C[C@H](C(C)C)O[C@@H]2C2CC2)N(Cc2ccc(Cl)cc2Cl)C1=O,-0.9
CCOC(=O)C(CCCCOc1cccc(CC)c1)C(=O)OCC,-2.6
CCCCCCN1CCN(C2CN(Cc3cn(Cc4cccc(C(F)(F)F)c4)nn3)S(=O)(=O)C2)CC1 (stereo not drawn),-2.1
COc1cccc(C2(O)CCN(C(=O)C3CC3)CC2)c1,2.0
COc1ccccc1C(=O)Nc1ccc(OCC(=O)N2C(C)CCCC2C)cc1 (stereo not drawn),1.1
COc1ccc(C(C(=O)NC2CCCC2)N(CCCO)C(=O)c2snc(C(N)=O)c2N)cc1 (stereo not drawn),-1.8
COc1ccc(C(=O)C2CCCN(Cc3cccn3-c3ccccn3)C2)c(OC)c1 (stereo not drawn),3.4
CC(C)c1ccccc1NC(=O)C1CC(=O)N(C2CCCC2)C1 (stereo not drawn),-2.5
O=C(C1CCC(CNc2c(N3CCCCC3)c(=O)c2=O)CC1)N1CCN(C2CCCCC2)CC1 (stereo not drawn),-2.5
CCOC(=O)c1ccc2nc(NC(=O)C(C)C)sc2c1,-0.9
O=C(CSc1nnc(NC(=O)c2ccccc2Cl)s1)NC1CC1,4.8
COC(=O)c1cc(C(=O)c2cc(Br)ccc2O)coc1=N,-0.2

# Taken from above.
# CCN1CCN(C(=O)c2cc(COc3ccc(F)cc3F)on2)[C@@H](C)C1=O in TbREL1 primary is entered as -1.6
# COc1ccc(OC)c(CCNC(=O)C(=O)Nc2ccc3nc4n(c(=O)c3c2)CCCCC4)c1 in TbREL1 primary is entered as 3.7
# COC(=O)c1cc(C(=O)c2cc(Br)ccc2O)coc1=N in TbREL1 primary is entered as -0.2
# COc1ccc(-n2c(SCC(=O)Nc3ccc(OCc4ccccc4)cc3)nnc2-c2ccc(C)cc2)cc1 in TbREL1 primary is entered as 1.2
# Nc1nccnc1C(=O)OCC(=O)NC1CCCc2ccccc21 (stereo not drawn) in TbREL1 primary is entered as 4.3

# (continued)
SMILES,TbREL1 primary
CCCCCC(=O)N=Nc1c(O)[nH]c2ccc([N+](=O)[O-])cc12,-1.0
Cc1ccc2cc(CN(CCCO)S(=O)(=O)c3cccc4nsnc34)c(=O)[nH]c2c1C,3.4
COc1ccc(C(=O)NCC2CCCN2S(=O)(=O)c2cccs2)cc1OC (stereo not drawn),-1.9
CC(=O)Nc1ccc(N(C(=O)c2ccco2)C(C(=O)NC2CCCC2)c2ccc(N3CCOCC3)cc2)cc1 (stereo not drawn),-0.9
O=C(Nc1ccc2nc3n(c(=O)c2c1)CCCC3)c1ccc(Cl)nc1,0.7
C=CCNS(=O)(=O)c1ccc2nsnc2c1,3.1
CCC1CN(S(=O)(=O)c2ccc3c(c2)NC(=O)CC(=O)N3)c2cc(Cl)ccc2O1 (stereo not drawn),1.4
Cc1ccc(-n2ncc3c(=O)n(CC(=O)N4CCCc5ccccc54)cnc32)cc1C,-0.3
Cc1ccc(-c2nnn(CC(=O)NC3CCN(Cc4ccccc4)CC3)n2)cc1,0.0
Cc1[nH]nc(N=CC2=C(O)CC(C)(C)CC2=O)c1-c1ccccc1,-1.2
CCCCOC(=O)c1ccc(N=Nc2c(C)c(C#N)c(O)[nH]c2=O)cc1,0.0
O=C(O)CC/C(=N\Nc1ccc([N+](=O)[O-])cc1S(=O)(=O)N1CCOCC1)c1cccs1,-1.6
COc1ccc(CCNC(=O)c2ccccc2-c2ccccc2C(=O)O)cc1OC,1.3
N#CC1=C(N)Oc2c(ccc3cccnc23)C1c1ccccc1 (stereo not drawn),1.0
Cc1cc(=O)[nH]c(SCC(=O)NCc2ccc3c(c2)OCO3)n1,2.5
Cc1cc(C(F)(F)F)n2nc(-c3cccs3)cc2n1,1.5
C[C@@H]1O[C@@H](OCCC(=O)O)[C@H](O)C[C@H]1O,-1.5
COC[C@@H]1CCCN1c1cccc2c1S(=O)(=O)N(C1CC1)CC[C@@H](C)O2,1.6
CCOC(=O)C1(Cc2cccc(OC)c2)CCCN(C(=O)c2cc(CC(C)C)[nH]n2)C1 (stereo not drawn),-0.5
C/C(=N\NC(=O)Cc1ccccc1[N+](=O)[O-])c1cccnc1,3.5
COCCNC(=O)C1(C)CCCN(Cc2sc(C)nc2C)C1 (stereo not drawn),-0.6
O=C(COC(=O)c1n[nH]c2ccccc12)NCCc1ccc(Cl)cc1,-0.3
O=C(Cn1[nH]c(=O)c2ccccc2c1=O)OCC(=O)c1ccc(F)c(F)c1,2.2
CCOC(=O)c1[nH]c(C)c(C(=O)N2CCOCC2)c1C,0.8
Cc1nn(-c2ccccc2)c2sc(C(=O)NC3CCCCCCC3)cc12,7.9
O=P(c1ccccc1)(c1ccccc1)C(O)c1ccccn1 (stereo not drawn),6.1
COc1ccc(CCNC(=O)C2CCN(C(=O)c3ccc(C(C)(C)C)cc3)CC2)cc1,-3.4
COc1cccc(CNC(=O)C2CCCN(S(=O)(=O)c3ccc4c(c3)C(C)(C)C(=O)N4C)C2)c1 (stereo not drawn),3.1
CCN(CC)S(=O)(=O)c1ccc(C(=O)NCc2cccs2)cc1,-2.2
COc1ccc(C2=Nc3ccccc3NC(=O)C2N(C(=O)c2ccnc3ccccc23)c2ccccc2)cc1 (stereo not drawn),-3.2
Cc1cccc(C)c1NC1=C(Cl)C(=O)OC1OC(C)C (stereo not drawn),-0.1
COc1ccc(C(=O)NCc2nnc(SCCOc3ccccc3)n2C)cc1,3.0
Cc1ccc(CN2CC(N3CCN(CCO)CC3)CS2(=O)=O)cc1 (stereo not drawn),0.9
COc1ccc(CCNC(=O)CSC2=Nc3ccccc3C3=NC(C(C)C)C(=O)N23)cc1OC (stereo not drawn),-3.4
C[C@H]1COc2cccc(N3CCC[C@H]3CO)c2S(=O)(=O)N1,4.4
O=C(c1ccc2c(c1)C(=O)N(Cc1ccncc1)C2=O)N1CCN(S(=O)(=O)c2ccc(OC(F)(F)F)cc2)CC1,-2.1
CCOC(=O)c1sc(NC(=O)c2cccnc2)nc1C,1.7
CC(Oc1ccccc1)C(=O)NN1Cc2ccccc2C1=N (stereo not drawn),2.9
Cc1c(O)ccc(/C(Cc2ccc3ccccc3n2)=N\O)c1O,1.1
CCC(C)[C@H]1COCCS(=O)(=O)N1Cc1ccccc1 (stereo partly drawn),0.0
CCCCOC(=O)CSC(=S)N(C)Cc1cccs1,1.4
CN(CCCNC(=O)C1CCC(=O)N1Cc1ccccc1Cl)c1ccccc1 (stereo not drawn),-4.1
CCn1nnc(NC(=O)c2ccc(-c3ccc(Cl)cc3)o2)n1,-2.4
Cc1cc(NC(=O)CN2C(=O)NC(C)(c3ccc(Cl)cc3)C2=O)no1 (stereo not drawn),-2.6
COc1ccccc1-c1cc(C(F)(F)F)nc(N2CCCCC2)n1,3.8
Cc1oc(-c2ccccc2F)nc1CS(=O)(=O)CC(=O)NCCCN1CCc2ccccc2C1,6.0
O=C(NCCc1c[nH]c2ccccc12)OCCSS(=O)(=O)O,1.2
C[C@H](CO)N1C[C@H](C)[C@@H](CN(C)S(C)(=O)=O)Oc2c(NC(=O)C3CC3)cccc2C1=O,-0.1
O=C(Nc1ccc2c(c1)OCO2)c1cc(Cl)ccn1,0.6
CCCNC(=O)c1ccc(N2CCC3(CC2)CC(c2cccc(Br)c2)=NO3)c(NC(=O)c2cccc(C)c2)c1,8.9
Clc1cccc(-c2nc(-c3ccc(-c4nn[nH]n4)cc3)no2)c1,-1.1
COc1cccc(NC(=O)CCCN2C(=O)C3CC=CCC3C2=O)c1 (stereo not drawn),-0.5
CN1CCN(c2ccc(S(=O)(=O)N3CCCCC3)cc2NC(=O)c2ccc3ccccc3c2)CC1,0.0
CCOc1cc(CNn2c(C)nnc2SCC(=O)NC(C)(C)C)ccc1OCC(=O)NC(C)(C)C,-0.9
O=C(OCCOCCN=C1NS(=O)(=O)c2ccccc21)c1ccc(F)cc1,1.5
Cc1ccccc1-c1nc(Cc2ccc(Cl)cc2)no1,0.9
Cc1ccc(CNC(=O)O[C@H]2CC[C@@]34CCCN3C(=O)CCC[C@H]4[C@H]2C)cc1,-4.8
CC1CCc2sc(C(=O)NNC(=O)c3ccncc3)cc2C1 (stereo not drawn),-2.1
COC(=O)c1cc(Cl)c(NC(=O)Cc2ccccc2)cc1OC,2.9
CCN(CC)c1ncnc2c1ncn2Cc1c(Cl)cccc1Cl,0.0

# Next section:
SMILES,TbREL1 primary
CN1CCN(CCCNc2nc3ccccc3c3nc(-c4ccccc4)nn23)CC1,-0.4
COc1ccc(C(=O)OCC(=O)NC2CCCCCC2)c(OC)c1,-1.9
Cc1noc(C)c1COc1ccc(C(=O)N2CCN(S(=O)(=O)c3ccccc3)CC2)cc1,-1.1
O=[N+]([O-])c1cccc(-c2cnc3ccccc3n2)c1,3.3
CCOC(=O)C1C(=O)NC(N2CCN(c3ccccc3)CC2)=NC1c1ccccc1 (stereo not drawn),-3.0
